Screening data: PubChem, National Center for Advancing Translational Sciences (NCATS)
KAT2A inh – blocks human GCN5L2 histone acetyltransferase. Q92830. GCN5L2 HAT assay, ThioGlo1 CoA-SH fluorescence. Potency, µM (series often up to 58.9 µM), for the others: at the top dose activity change, negative = inhibition, usual class: inhibitors. hit rate 0.21% among 390,000
Target sequence (Q92830 whole entry, looked up): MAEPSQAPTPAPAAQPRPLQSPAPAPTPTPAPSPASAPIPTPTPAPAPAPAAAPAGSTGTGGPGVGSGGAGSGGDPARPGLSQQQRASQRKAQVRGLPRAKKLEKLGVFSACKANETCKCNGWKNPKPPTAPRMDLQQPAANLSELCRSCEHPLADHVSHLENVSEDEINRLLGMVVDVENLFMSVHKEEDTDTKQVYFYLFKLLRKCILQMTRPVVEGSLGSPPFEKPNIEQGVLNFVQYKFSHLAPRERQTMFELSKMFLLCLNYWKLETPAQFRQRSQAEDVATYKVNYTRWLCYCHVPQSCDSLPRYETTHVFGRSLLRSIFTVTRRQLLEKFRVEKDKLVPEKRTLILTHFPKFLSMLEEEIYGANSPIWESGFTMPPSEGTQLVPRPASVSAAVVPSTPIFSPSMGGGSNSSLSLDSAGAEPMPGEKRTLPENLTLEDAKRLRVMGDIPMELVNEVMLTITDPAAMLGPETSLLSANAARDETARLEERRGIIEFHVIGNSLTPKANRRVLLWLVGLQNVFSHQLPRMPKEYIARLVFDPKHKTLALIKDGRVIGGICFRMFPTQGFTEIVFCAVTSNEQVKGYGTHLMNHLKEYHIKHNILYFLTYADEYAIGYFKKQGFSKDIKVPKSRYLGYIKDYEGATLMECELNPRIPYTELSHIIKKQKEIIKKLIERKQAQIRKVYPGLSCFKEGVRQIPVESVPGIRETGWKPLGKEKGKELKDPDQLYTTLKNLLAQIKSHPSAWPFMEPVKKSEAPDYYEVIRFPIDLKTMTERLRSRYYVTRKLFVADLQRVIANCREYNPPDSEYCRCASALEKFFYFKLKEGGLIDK
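Free CoA generated was detected with ThioGlo1 (50uM) fluorescence at Ex340nm/Em540nm, read immediately and after 20 min at room temperature. Enzyme, 20 nM in HEPES pH 7.5 buffer, saw compounds 15 min before adding 75uM H3(1-25) peptide and 70uM acetyl-CoA.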
FEN1 inhibitor – blocks human flap endonuclease 1. Potency, µM (highest dose often 114 µM), inactives show top-dose activity change, negative = inhibition, most hits filed as inhibitors. hit rate 0.35% among 390,000. Recombinant FEN1 flap cleavage, fluorescence, 15 min; further: nearly all actives have a fitted effect of over 65% in size
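FEN1 at 10 nM, compound pretreatment for 15 min (room temperature), 50 nM final substrate to initiate; endpoint reads at 0 and 15 min; DMSO-only plates used as vehicle background.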
DT40 TDP1 CPT – growth inhibition of DT40 Tdp1-/-;hTDP1 cells with camptothecin (screen for TDP1 inhibitors) | hit rate 12% among 420,000 | Potency, µM (titrated, usually from 46.2 µM), inactives show top-dose activity change, negative = growth inhibition, hits mostly inhibitors | chicken DT40 Tdp1-/-;hTDP1 cells + 20 nM CPT, ATP luminescence, 48 h | AID 686979; further: nearly all actives have a fitted effect of over 55% in size
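Chicken DT40 Tdp1-/- cells stably complemented with human TDP1 were seeded at 400 cells/well in medium containing 20 nM camptothecin, exposed to pin-transferred compounds, and grown at 37 °C for at least 48 hr. Viability was read as ATP luminescence.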
Active calls of the source: *; ? = inconclusive; . = not tested or not shown; [ ] = dose if it differs, or a comment. The call rests on the fitted dose curve; in most records, active means well fitted curve in the direction sought with a large enough effect; inconclusive means small, poorly fitted or top-dose-only effect, or another doubt; inactive means no such curve, though single readings can be large; an effect the other way counts as inactive or inconclusive. On the % scale 0 is the no-effect control and ±100 the full control effect; potency means the concentration at half of the fitted maximal effect. Some of the compounds tested; count on the stated rates, not on these rows.

SMILES | KAT2A inh | FEN1 inhibitor | DT40 TDP1 CPT
COc1ccc(C(=O)OCC(=O)NC2CCCCCCC2)cc1OC | -4% | -3% | 3%
CC(SC1=NCCS1)C(=O)Nc1nnc(-c2ccc(Cl)cc2)s1 (stereo not given) | -9% | 1% | 15µM*
O=C(O)CC1(CC(=O)Nc2ccc3ccccc3n2)CCCCC1 | -4% | 1% | 15%
Cc1nnsc1-c1c(C(=O)N2CCOCC2)c(C)nn1-c1ccccc1 | -3% | 6% | 7%
CC1CCN(C(=O)c2nc[nH]c2C(=O)O[C@H](C)c2ccccc2)CC1 | 0% | 3% | 0%
COCCCN(C(=O)c1ccccc1F)c1nc(-c2ccc(OC)cc2)cs1 | -1% | -30% | ?
Cc1cc2c(cc1S(=O)(=O)CCC(=O)N1CCCCC1C)OCC(=O)N2 (stereo not given) | -3% | 6% | .
O=C(CSc1nnc(-c2ccc(Cl)cc2)o1)N1CCOCC1 | -3% | 1% | -12%
Cc1ccc(F)cc1NC(=O)Cn1c(C)cc(C)c(C#N)c1=O | -12% | 33% | 21µM*
CCc1nnc(NC(=O)CSc2nnc(-c3ccoc3C)n2-c2ccccc2)s1 | -9% | -5% | -11%
CC/C(=N\NC(=O)c1c(C)nc2ccccn12)c1ccccc1 | -9% | 3% | 3%
CC(C)Cc1cc(CN2CCC(CO)(Cc3cccc(C(F)(F)F)c3)CC2)[nH]n1 | 1% | -3% | ?
COc1ccc(-c2ccc(=O)n(CC(=O)Nc3ccc(C)cc3C)n2)cc1 | -3% | -2% | -19%
CCOC(=O)C1CCNC(=O)C1=O (stereo not given) | . | 20µM* | 8%
CC(Oc1ccccc1F)C(=O)NNC(=O)c1ccc(-n2cncn2)c([N+](=O)[O-])c1 (stereo not given) | . | 23% | ?
COc1ccc(OCCCC(=O)OCC(=O)c2ccc3c(c2)NC(=O)CO3)cc1 | 1% | 2% | -4%
COc1ccc(-c2nnc(NC(=O)C3CC3)o2)cc1 | -13% | -13% | 5%
O=c1cc(N2CCN(c3ccccc3)CC2)[nH]c(=O)n1-c1ccccc1Cl | -6% | 5% | -4%
O=C(CSc1nnc2c(n1)[nH]c1ccccc12)OCc1ccccc1 | -4% | -7% | -115%
CCOC(=O)c1sc(-c2cccc(C(F)(F)F)c2)nc1O | -19% | -2% | ?

The final 2 records of the part above open the next one:
SMILES | KAT2A inh | FEN1 inhibitor | DT40 TDP1 CPT
O=C(CSc1nnc2c(n1)[nH]c1ccccc12)OCc1ccccc1 | -4% | -7% | -115%
CCOC(=O)c1sc(-c2cccc(C(F)(F)F)c2)nc1O | -19% | -2% | ?
CCN1CCN(C(c2ccc(SC)cc2)c2c(O)cc(C)n(CCOC)c2=O)CC1 (stereo not given) | 1% | -3% | -17%
COc1ccc(Cc2[nH]n3c(=O)cc(C(C)C)nc3c2-c2ccccc2)cc1 | -3% | -21% | 18µM*
CCOP(=O)(OCC)C(Nc1ccccc1)c1ccccc1C(F)(F)F (stereo not given) | 2% | -14% | ?
CC1CCC(NC(=O)CCc2cn(Cc3ccccc3Cl)c3ccccc23)CC1 (stereo not given) | -3% | -9% | ?
O=S(=O)(NC1CCCCC1N1CCCCC1)c1ccccc1 (stereo not given) | 1% | -9% | 2%
COc1cccc(-c2nc(CS(=O)(=O)CC(=O)NCCc3ccccc3)c(C)o2)c1 | -4% | -17% | ?
O=C1CCCC(=O)C1C(c1ccc(Cl)cc1)C1C(=O)CCCC1=O | -1% | -1% | 6%
Cc1nc2scc(C)n2c(=O)c1S(=O)(=O)N1CCN(c2ccccc2)CC1 | -3% | 1% | -6%
COCCn1c(C)cc(/C=C(\C#N)C(=O)OC(C)C(=O)Nc2ccc(NC(C)=O)cc2)c1C (stereo not given) | -2% | 9% | -4%
COc1cc(SC)ccc1C(=O)N1CCN(c2ccccc2F)CC1 | 3% | -3% | -21%
CC(=O)c1cc(CN2C(=O)CCC2=O)cs1 | -2% | 1% | 6%
COC(=O)C1=C(N)c2c(F)cccc2C1(C#N)c1ccccc1 (stereo not given) | -7% | 1% | -28%
COc1ccccc1NCc1cccn1-c1nnc(N2CCOCC2)s1 | -8% | 19% | -22%
CCCCOc1cccc(C(=O)Nc2ccc3oc(-c4cccnc4)nc3c2)c1 | -9% | 9% | ?
O=C(OCC(=O)N1CCCc2ccccc21)c1cnc(Cl)c(Cl)c1 | -6% | ? | -9%
COc1ccc(Cl)cc1NC(=O)C/C(C)=N/NC(=O)c1ccccc1Cl | -21% | 15% | -21%
COCC(=O)N1CCN(c2cccc(C(F)(F)F)c2)CC1 | -5% | 6% | ?
CCOc1ccccc1NC(=O)N1CCCN(c2ncccc2C#N)CC1 | -19% | 14% | ?
Cc1cccc(C)c1NC(=O)CSc1nc(COc2ccccc2)nc2ccccc12 | -2% | -1% | ?
Cc1cc(C)nc(N2CCC(C(=O)Nc3ccc4c(c3)OCO4)CC2)n1 | -2% | 8% | 8.2µM*
COc1cc(C(=O)NCCOc2ccccc2)cc(OC)c1OC | ? | -3% | 27%
CC1(c2ccccc2)CC(c2ccccc2)=Nc2nonc2N1 (stereo not given) | -3% | 8% | 2%
O=C(C1CCC1)N1CCC(c2nc3c(nnn3Cc3c(F)cccc3Cl)c(=O)[nH]2)CC1 | 0% | 7% | -26%
CCOC(=O)CN(C(=O)Cn1nnc2ccccc21)C(C(=O)NCCOC)c1ccccc1C (stereo not given) | -4% | 7% | -15%
CCN(CCCNC(=O)C1CCN(S(=O)(=O)N2CCC3(CC2)OCCO3)CC1)c1ccccc1 | ? | -3% | -18%
Cc1ccc(Cn2cnc3c(cnn3-c3ccc(F)cc3)c2=O)cc1 | -2% | 20% | -22%
COCCn1c(=O)c(-c2cccs2)nc2cnc(OCc3ccccc3)nc21 | ? | . | 39%[activator]
Cc1cc(C(=O)CSc2nnc(-c3ccc(F)cc3)o2)c(C)n1CC1COc2ccccc2O1 (stereo not given) | 0% | 4% | ?
O=C(CN1CCN(S(=O)(=O)c2cccc(Cl)c2)CC1)N1CCCCC1 | 3% | -4% | -12%
CSc1cccc(NC(=S)N2CCCN(Cc3ccc(F)cc3)C2)c1 | -13% | 17% | ?
COc1ccc2nc(NC(=O)CSCc3c(C)noc3C)sc2c1 | -5% | 10% | ?
COc1cc(C(=O)Oc2cccc(/C=N/NC(=O)c3cc(C)[nH]n3)c2)cc(OC)c1OC | -7% | -12% | ?
COc1cc2c(C#CCCCO)c(-c3ccc(C#N)cc3)oc(=O)c2cc1OC | 2% | -4% | -19%
O=C(O)c1ccc(Cn2cnc3c(=O)[nH]cnc32)cc1 | . | 8% | 7%
CCc1nn(CCCC(=O)NCc2ccccc2C)c(=O)c2cc3occc3n12 | 2% | 9% | -27%
O=C1CCC(C(=O)N2CCCCO2)CN1Cc1cccc(C(F)(F)F)c1 (stereo not given) | 0% | 0% | -1%
CCOC(=O)c1c(NC(C)=O)sc2c1CCC(C=O)=C2Sc1ccccc1 | -4% | -11% | 6.5µM*
COc1ccc(C)cc1S(=O)(=O)NC(C)c1cnn(-c2ccccn2)c1C (stereo not given) | . | 6% | -2%
CC(C)C(O)C1CCN(Cc2nc(Cc3ccccc3Cl)no2)CC1 (stereo not given) | 1% | -8% | ?
Cc1cc(NC(=O)COC(=O)c2nccnc2N)n(-c2ccccc2)n1 | 0% | -7% | -20%
CCS(=O)(=O)N1CCN(CC(=O)NC2CCCCC2)CC1 | -7% | -3% | ?
Cc1cc(Cl)ccc1NC(=O)CN1C(=O)CSc2ccc(S(=O)(=O)N3CCOCC3)cc21 | -6% | -17% | -20%
COc1ccc(-c2sc3ccc(-c4ccc5c(c4)OCO5)cc3c2-c2ccc(OC)nc2)cc1 | -1% | -8% | ?
CCOc1ccc(NS(=O)(=O)c2ccc3[nH]cc(C(=O)NCc4ccccc4)c(=O)c3c2)cc1 | -7% | -5% | -27%
C=C1c2nc3ccccc3n2C=C(c2ccc(C)cc2)N1c1ccccc1 | . | -18% | 8.2µM*
CC(C)CC(C(=O)NCC1CCN(Cc2ccc(F)cc2)CC1)N1Cc2ccccc2C1=O (stereo not given) | 2% | 13% | 23µM*
COC(=O)c1[nH]c2ccccc2c1NC(=O)CN1CCN(C/C=C/c2ccccc2)CC1 | -3% | -24% | 26µM*
COc1cc(/C=C2/SC(=S)N(Cc3ccccc3)C2=O)cc(Cl)c1O | -13% | ? | 16µM*
O=C(Nc1ccc(S(=O)(=O)N2CCCCC2)cc1)c1ccc(=O)[nH]c1 | -21% | -15% | ?
CC1=NN(C(=O)c2cccnc2)C(O)(C(F)(F)F)C1 (stereo not given) | 2% | 15% | -12%
COc1cc(NS(=O)(=O)c2ccc(C)cc2)c2ncccc2c1 | -7% | -20% | 0.82µM*
O=C(Cn1cc(C(=O)c2ccco2)c2ccccc21)Nc1ccccc1C(F)(F)F | -4% | 16% | -11%
CCCCn1c(CN2CCN(C(=O)OCC)CC2)nc2c1c(=O)[nH]c(=O)n2C | -2% | 0% | -6%
O=C(N/N=C/c1coc2ccccc2c1=O)c1cc2ccccc2o1 | 1% | -2% | -3%
CC1=C(c2ccc(C)cc2)S(=O)(=O)N(Cc2ccc(C(=O)Nc3ccc(C)c(F)c3)cc2)C1=O | -16% | -12% | 26µM*
O=C(NCc1cccc(Cl)c1)c1cc2c(s1)-c1ccccc1SC2 | -7% | -2% | -18%
COc1ccc(-c2nc3n(n2)C(c2ccncc2)C(C(N)=O)=C(C)N3)cc1 (stereo not given) | ? | -3% | 5%
CCC1CCCCN1CCCNC(=O)c1ccc(/C=C2/Sc3ccccc3NC2=O)cc1 (stereo not given) | -19% | 19% | ?
CCn1c(COc2ccccc2OC)nnc1SCC#N | -5% | 5% | -1%
COc1ccc(CCNC(=O)c2ccccc2OCc2c(C)noc2C)cc1 | -3% | -4% | ?

Next entries
SMILES | KAT2A inh | FEN1 inhibitor | DT40 TDP1 CPT
CCOC(=O)c1[nH]c2ccccc2c1NC(=O)COC | -5% | 21% | 19%
Cc1ccc(Sc2ncccc2C(=O)O)c(C)c1 | -13% | 2% | 3%
COc1ccc(-n2c(SCC(=O)Nc3ccc(NC(C)=O)cc3)nc3ccccc3c2=O)cc1 | -14% | -6% | 13µM*
Cc1nnc(SCCC(C)C)[nH]c1=O | 0% | 2% | -1%
CCN1CCN(c2ccc(S(=O)(=O)N3CCCCC3)cc2NC(=O)/C=C/c2cccc(OC)c2OC)CC1 | -7% | -9% | ?
COc1ccc(S(=O)(=O)Nc2ccncc2)c(C)c1C | 4% | -1% | -22%
Cc1cccc(C(=O)Oc2c(Sc3ccccc3)c(C)nn2C(C)(C)C)c1 | -12% | -22% | ?
CCCCNC(=O)c1c(-c2ccccc2)c(-c2ccccc2)nn(C)c1=O | -4% | 21% | ?
Cc1nc2ncnn2c(C)c1CCC(=O)N1CCN(c2ccc(F)cc2)CC1 | 4% | 1% | ?

By substructure: the entries above with an aryl thioether with sulfur outside any ring (14)
SMILES | KAT2A inh | FEN1 inhibitor | DT40 TDP1 CPT
O=C(CSc1nnc(-c2ccc(Cl)cc2)o1)N1CCOCC1 | -3% | 1% | -12%
CCc1nnc(NC(=O)CSc2nnc(-c3ccoc3C)n2-c2ccccc2)s1 | -9% | -5% | -11%
O=C(CSc1nnc2c(n1)[nH]c1ccccc12)OCc1ccccc1 | -4% | -7% | -115%
CCN1CCN(C(c2ccc(SC)cc2)c2c(O)cc(C)n(CCOC)c2=O)CC1 (stereo not given) | 1% | -3% | -17%
COc1cc(SC)ccc1C(=O)N1CCN(c2ccccc2F)CC1 | 3% | -3% | -21%
Cc1cccc(C)c1NC(=O)CSc1nc(COc2ccccc2)nc2ccccc12 | -2% | -1% | ?
Cc1cc(C(=O)CSc2nnc(-c3ccc(F)cc3)o2)c(C)n1CC1COc2ccccc2O1 (stereo not given) | 0% | 4% | ?
CSc1cccc(NC(=S)N2CCCN(Cc3ccc(F)cc3)C2)c1 | -13% | 17% | ?
CCOC(=O)c1c(NC(C)=O)sc2c1CCC(C=O)=C2Sc1ccccc1 | -4% | -11% | 6.5µM*
CCn1c(COc2ccccc2OC)nnc1SCC#N | -5% | 5% | -1%
Cc1ccc(Sc2ncccc2C(=O)O)c(C)c1 | -13% | 2% | 3%
COc1ccc(-n2c(SCC(=O)Nc3ccc(NC(C)=O)cc3)nc3ccccc3c2=O)cc1 | -14% | -6% | 13µM*
Cc1nnc(SCCC(C)C)[nH]c1=O | 0% | 2% | -1%
Cc1cccc(C(=O)Oc2c(Sc3ccccc3)c(C)nn2C(C)(C)C)c1 | -12% | -22% | ?
